Growth percent in the NCI-60 one-dose screen (48 h, 10 µM unless noted): 100 = growth as untreated, 0 = no growth, -100 = all killed.
OVCAR-4 = OVCAR-4 ovarian cancer cells; 3.7% of 80,000 active
SK-OV-3 = SK-OV-3 ovarian cancer cells. AID 1794785. 3.2% of 80,000 active
IGROV1 = IGROV1 ovarian cancer; AID 1794786; 4.7% of 79,000 active
DU-145 = DU-145 prostate cancer; 4.2% of 81,000 active; AID 1794760
OVCAR-8 = OVCAR-8 ovarian cancer. 4.4% of 81,000 active. AID 1794782
OVCAR-3 = OVCAR-3 ovarian cancer. 7% of 79,000 active. AID 1794787
OVCAR-5 = OVCAR-5 ovarian cancer. 2.9% of 82,000 active. AID 1794783
PC-3 = PC-3 prostate cancer cells; 3.9% of 80,000 active
The depositor's hits bear a star; . = no result given; & = joins results of further samples. Rule for the calls: active = growth percent below 10; inactive = the rest. The order is random. About 10% of those tested had a hit in this group.

SMILES	OVCAR-4	SK-OV-3	IGROV1	DU-145	OVCAR-8	OVCAR-3	OVCAR-5	PC-3
O=C1Nc2ccccc2/C1=C/c1ccc(COCC2CO2)n1Cc1ccccc1 (stereo unspecified)	97	109	93	104	96	89	99	94
Cc1ccc(C(=O)Nc2ccc(CN3CCN(C)CC3)c(C(F)(F)F)c2)cc1C#Cc1cnc(N)c2ccc(F)cc12	-61*	1.7*	-83*	-92*	-71*	-83*	-90*	-83*
Cc1cc(OCc2cccc(-c3ccc4c(c3)OCCO4)c2C)cc(OCc2cccc(C#N)c2)c1CN[C@H](CO)C(=O)O	112	111	109	104	93	105	103	107
CC(Sc1nc2ccccc2c(=O)n1C)C(=O)Nc1ccc(F)cc1 (stereo unspecified)	57	.	94	85	83	79	94	85
CCN1CCN(C(C(=O)NCCc2c[nH]c3ccccc23)c2c[nH]c3ccccc23)C(=O)c2ccccc2C1=O (stereo unspecified)	96	99	94	107	94	101	98	88
CC(C)C1=C[C@@]23CC[C@@H]4[C@](C)(CCC[C@@]4(C)C(=O)OCc4cn(Cc5ccccc5)nn4)[C@H]2C[C@@H]1[C@H]1C(=O)OC(=O)[C@H]13	94	94	92	107	85	92	100	74
Cc1noc(NS(=O)(=O)c2ccc(N)cc2)c1C	115	108	102	120	105	120	.	99
O=[N+]([O-])c1cc(F)cc(F)c1	119	113	105	114	118	119	105	90
N#CC1(C#N)C2=C(CCCC2)NC(c2cccs2)C1(C#N)C#N (stereo unspecified)	99	101	96	102	95	59	106	98
CCCCCC(=O)Oc1ccc(/C(=C(\C)c2ccc(OC)cc2)c2ccc(OCCN3CCCCC3)cc2)cc1	54	68	79	80	74	75	82	51
O=C(NCc1cccnc1)c1cc(-c2csc3c(=O)cc(N4CCNCC4)oc23)cc2c1OCCO2	75	85	109	102	91	93	102	76
Cc1ccccc1N=Nc1ccc(N=Nc2ccc(O)cc2O)c(C)c1	86	97	111	107	94	102	94	93
CC1(C)[C@@H](OC2CC(O)C(O)C(CO)O2)CC[C@]2(C)[C@H]3C(=O)C=C4[C@@H]5C[C@@](C)(C(=O)O)CC[C@]5(C)CC[C@@]4(C)[C@]3(C)CC[C@@H]12 (stereo partly specified)	113	107	102	107	100	110	103	92
CCN(CC)S(=O)(=O)Oc1ccc2c(C)cc(=O)oc2c1	98	104	104	102	98	111	90	95
Nc1nc(-c2cccc([N+](=O)[O-])c2)c(N=Nc2ccc(Br)cc2)s1	-33*	-84*	-13*	-41*	-29*	.	-12*	2.8*
O=C(Nc1ccccc1Cl)c1ccccc1	96	108	105	110	104	109	114	94
Cc1ccc(NC(=O)Cn2cc(CN3CCN(c4ccnc5cc(Cl)ccc45)CC3)nn2)cc1	77	68	91	102	90	91	95	63
COc1ccc(/C=c2\[nH]c3nc4c(c(-c5ccccc5)cn4-c4ccccc4)c(=N)n3c2=O)cc1	102	99	100	106	104	107	112	92
COc1ccc(-c2nc(SCC(=O)c3ccc(Cl)c(Cl)c3)[nH]c(=O)c2C#N)cc1	116	96	111	111	105	105	104	99
CC1(CNC(=O)C(=O)NCC2(C)CO2)CO1 (stereo unspecified)	112	98	86	96	88	110	106	84
COc1cccc2c(=O)c3c(sc12)c(NCCN)nc1ccccc13	66	88	70	82	73	86	96	79
CCN(CC)CCn1c2ccc(OC)cc2c2sc3cc(O)ccc3c(=O)c21	51	52	26	43	31	38	91	32
CCOc1ccc2nc(/N=C(\N)C(Cl)(Cl)Cl)sc2c1	78	96	97	93	100	104	106	92
O=[N+]([O-])c1ccc(N/N=C/c2ccccc2O)nc1	39	33	19	49	24	69	61	46
CCOc1ccc(-c2cc(C(=O)Nc3ccc(C(C)=O)cc3)no2)cc1OCC	106	102	107	102	110	106	98	99

4 entries out of the list, sorted by SMILES length, smallest number first:
SMILES	OVCAR-4	SK-OV-3	IGROV1	DU-145	OVCAR-8	OVCAR-3	OVCAR-5	PC-3
N#CC1(C#N)C2=C(CCCC2)NC(c2cccs2)C1(C#N)C#N (stereo unspecified)	99	101	96	102	95	59	106	98
COc1ccc(/C=c2\[nH]c3nc4c(c(-c5ccccc5)cn4-c4ccccc4)c(=N)n3c2=O)cc1	102	99	100	106	104	107	112	92
CC(C)C1=C[C@@]23CC[C@@H]4[C@](C)(CCC[C@@]4(C)C(=O)OCc4cn(Cc5ccccc5)nn4)[C@H]2C[C@@H]1[C@H]1C(=O)OC(=O)[C@H]13	94	94	92	107	85	92	100	74
CC1(C)[C@@H](OC2CC(O)C(O)C(CO)O2)CC[C@]2(C)[C@H]3C(=O)C=C4[C@@H]5C[C@@](C)(C(=O)O)CC[C@]5(C)CC[C@@]4(C)[C@]3(C)CC[C@@H]12 (stereo partly specified)	113	107	102	107	100	110	103	92

(cont.)
SMILES	OVCAR-4	SK-OV-3	IGROV1	DU-145	OVCAR-8	OVCAR-3	OVCAR-5	PC-3
c1ccc(-c2nc(N3CCN(C(c4ccccc4)c4ccccc4)CC3)c3ccccc3n2)cc1	98	105	110	110	99	113	103	103
O=c1c2ccccc2cc2n1CCN=C2c1ccccc1	98	103	116	102	101	.	108	97
COCCNc1ccc2c3c(cccc13)C(=O)N(CCN(C)C)C2=O	32	23	18	28	22	18	30	.
c1csc(-c2cn3ccnc3c(-c3ccc4ncn(C5CCCCC5)c4c3)n2)c1	112	123	119	95	91	107	108	51
CN1C(=O)N(C)C2C1NN=c1s/c(=C\c3ccco3)c(=O)n12 (stereo unspecified)	98	.	108	112	105	111	98	93
C=CCNC(=S)NNc1cc(=O)[nH]c2ccc(Cl)cc12	79	96	102	106	98	103	99	94
O=P(O)(O)c1ncc(-c2ccc(C(F)(F)F)cc2)c(NC2CCCCCC2)n1	81	99	103	107	73	53	97	54
COc1cccc2c1OC1(CCN(Cc3ccccc3)CC1)N1N=C(c3ccc(F)cc3)CC21 (stereo unspecified)	83	88	69	105	97	100	98	.
CN1CCOc2c1cnn(CCO)c2=O	95	99	106	113	103	110	103	96
Nc1ccc(S(=O)(=O)C(=O)O)cc1	96	102	112	.	94	126	94	91
S=c1[nH]nc(SCc2ccccc2)c2[nH]cnc12	108	114	125	118	112	132	98	110
Nc1ncnc2[nH]c(=O)[nH]c12	97	110	113	99	93	98	88	201
CN(C)c1nc(NCCNS(=O)(=O)c2ccc(C3=Nc4c(N)nc(N)nc4NC(c4ccc(C(F)(F)F)cc4)C3)cc2)nc(Nc2ccc(F)cc2)n1 (stereo unspecified)	31	50	36	27	33	23	30	18
FC(F)(F)c1nn(-c2ccccc2)c2c1-c1cc3c(cc1CO2)OCO3	99	107	96	105	101	107	105	95
O=C1NCC(c2cc3ccc(Cl)cc3[nH]c2=O)Nc2ccccc21 (stereo unspecified)	94	78	96	110	98	109	98	87
Cn1c(=O)c2c(nc3n2CCCN3CCc2ccccn2)n(C)c1=O	102	107	107	105	117	107	104	105
Cn1cc(-c2nc(-c3c[nH]c4ccncc34)cs2)c2cc(Br)ccc21	-71*	41	-83*	-96*	-53*	-93*	-94*	-86*
COP(=O)(OC)/C(=N\NS(=O)(=O)c1ccc(C)cc1)c1ccccc1	.	92	.	106	106	103	91	86
O=C1NC(=O)/C(=C\c2cn(-c3ccccc3)nc2-c2cccs2)S1	105	85	96	105	88	87	107	113
O=S(=O)(NCCNc1cc(-c2cn(-c3ccccc3)nc2-c2ccccc2)ccn1)c1cccc2ccccc12	49	66	63	69	56	60	74	15
N#CC1=C(N)Oc2c(c(N)nn2-c2ccccc2)C1c1ccc(Cl)cc1Cl (stereo unspecified)	96	93	101	105	97	110	98	95
CO[C@H]1O[C@@H]2[C@H](C)OC(=O)CCCCC(=O)[C@@H]2CC1(OC)OC	111	108	109	120	103	126	106	98
Cc1[nH]n(C(=O)c2ccncc2)c(=O)c1N=Nc1ccc(F)c(Cl)c1	112	103	95	139	103	98	114	116
CCn1ncc(N=O)c1N	122	93	92	116	95	111	111	97
Nc1ccccc1/C=C1\Cc2ccccc2C1=O	88&90	106&90	110&87	109&111	96&100	104&114	96&100	94&87

4 entries from above, with values under each structure.
Each structure is followed by: OVCAR-4, SK-OV-3, IGROV1, DU-145, OVCAR-8, OVCAR-3, OVCAR-5, PC-3
> O=C1Nc2ccccc2/C1=C/c1ccc(COCC2CO2)n1Cc1ccccc1 (stereo unspecified)
    97, 109, 93, 104, 96, 89, 99, 94
> Cc1ccc(C(=O)Nc2ccc(CN3CCN(C)CC3)c(C(F)(F)F)c2)cc1C#Cc1cnc(N)c2ccc(F)cc12
    -61*, 1.7*, -83*, -92*, -71*, -83*, -90*, -83*
> Cc1cc(OCc2cccc(-c3ccc4c(c3)OCCO4)c2C)cc(OCc2cccc(C#N)c2)c1CN[C@H](CO)C(=O)O
    112, 111, 109, 104, 93, 105, 103, 107
> CC(Sc1nc2ccccc2c(=O)n1C)C(=O)Nc1ccc(F)cc1 (stereo unspecified)
    57, ., 94, 85, 83, 79, 94, 85

Single values from above:
OVCAR-3 result of Nc1ccc(S(=O)(=O)C(=O)O)cc1 : 126
OVCAR-3 result of FC(F)(F)c1nn(-c2ccccc2)c2c1-c1cc3c(cc1CO2)OCO3 : 107

Next part:
SMILES	OVCAR-4	SK-OV-3	IGROV1	DU-145	OVCAR-8	OVCAR-3	OVCAR-5	PC-3
C[C@@H](Nc1ncnc2ccc(-c3cnc(Cl)c(NS(C)(=O)=O)c3)cc12)c1ccccc1	58	56	3.1*	34	76	45	38	41
CCN(CC)CCCNCc1cc(-c2ccccc2)nc2cc(Cl)ccc12	68	76	29	78	29	62	87	37
COc1ccc(NC(=O)C(C)Sc2nc3ccccc3c(=O)n2CCc2ccc(S(N)(=O)=O)cc2)cc1 (stereo unspecified)	90	113	103	102	99	103	97	106
CC(=O)Nc1ccc([N+](=O)[O-])cc1C	100	96	126	106	101	100	91	93
Fc1ccc(-c2nc3ccc(F)cc3s2)cc1	99	93	93	111	91	104	102	94
COc1ccccc1NC(=O)NCN1CCOCC1	107	111	98	110	105	109	111	101
c1ccc(CC2CCc3ccccc32)nc1 (stereo unspecified)	106	101	105	104	101	102	107	97
COc1ccc(/C=C/c2nc(Nc3ccc(N)cc3)c3ccccc3n2)cc1	96	101	86	77	93	88	82	88
CCCCCCCC/C=C/CCCCCCCC1=NC(C)(C)CN1c1ccccc1	80	99	101	97	87	91	113	64
O=Cc1ncc(-c2ccc(C(F)(F)F)cc2)c(NCCCC(F)(F)C(F)(F)C(F)(F)C(F)(F)C(F)(F)C(F)(F)C(F)(F)C(F)(F)F)n1	102	96	108	105	100	100	111	93
Clc1ccc2nnc3c4cccnc4[nH]c3c2c1	92	96	.	108	77	123	125	.
Cc1cc(C(=O)Nc2sc3c(c2C(N)=O)CCC(=O)C3)ccn1	113	100	95	113	100	116	107	120
COc1ccc(Nc2nn3c(C)cc(C)nc3c2C(N)=O)c(OC)c1	106	90	99	109	98	105	88	93
O=[N+]([O-])c1ccc(N/N=C/C2CCCCCC2)c([N+](=O)[O-])c1	99	102	91	92	102	100	99	80
COc1cc(C2CC(=O)N(c3ccc(F)cc3)C3=C2C(=O)OC3)cc(OC)c1OC (stereo unspecified)	102	102	104	128	103	115	106	100
COc1ccccc1NC(=O)N(O)C1(C#N)CCCCC1	101	104	126	104	101	108	95	96
O=[N+]([O-])c1ccc(OCCOc2ccccc2)c(Cl)c1	89	104	89	119	98	108	91	83
Cc1ccc(C2CC3c4ccccc4C2C2CCCCN32)cc1 (stereo unspecified)	83	92	.	108	109	68	96	80
C[C@@H](CO)OCOCc1ccccc1	110	112	115	102	107	99	.	99
O=C(Cc1ccccc1)NNc1nc(-c2ccccc2)nc2ccccc12	102	92	96	109	84	92	86	93
CCC1(c2ccccc2)C(=O)Nc2ccc(C(F)(F)F)cc21 (stereo unspecified)	94	97	99	108	98	104	93	91
O=C(Nc1ccc(CN2CCOCC2)cc1)c1ccc(-c2cc(Cl)ccc2Cl)o1	51	82	34	75	36	71	72	41
CCOC(=O)C1=C(CC(C)(C)O)NC(=O)NC1c1ccccc1 (stereo unspecified)	111	109	116	109	101	114	87	91

Whole records as entered above. Order of screens: OVCAR-4, SK-OV-3, IGROV1, DU-145, OVCAR-8, OVCAR-3, OVCAR-5, PC-3
`Fc1ccc(-c2nc3ccc(F)cc3s2)cc1` in the list: 99, 93, 93, 111, 91, 104, 102, 94
`C[C@@H](CO)OCOCc1ccccc1` in the list: 110, 112, 115, 102, 107, 99, ., 99
`Cc1ccc(C2CC3c4ccccc4C2C2CCCCN32)cc1` (stereo unspecified) in the list: 83, 92, ., 108, 109, 68, 96, 80
`O=C(Cc1ccccc1)NNc1nc(-c2ccccc2)nc2ccccc12` in the list: 102, 92, 96, 109, 84, 92, 86, 93
`C[C@@H](Nc1ncnc2ccc(-c3cnc(Cl)c(NS(C)(=O)=O)c3)cc12)c1ccccc1` in the list: 58, 56, 3.1*, 34, 76, 45, 38, 41

Bioassay records deposited in PubChem BioAssay by NCI.
